Assay outcomes from PubChem BioAssay.
bIAP inh: bovine intestinal alkaline phosphatase inhibitors, primary screen, selectivity assay for TNAP inhibitor project, biochemical, bovine IAP, CDP-star luminescence | purified bovine IAP, 30 min | inhibition, % at 20 µM | 190,000 tested, under 10 active | alkaline phosphatase, intestinal [Bos taurus];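 active means over 50% inhibition of intestinal alkaline phosphatase at 20 µM in the single-dose screen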
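Assay system – bovine IAP enzyme · Quantity – bovine IAP at 1/65,000,000 final dilution · Detection – CDP-star luminescence signal · Times – 30 min reaction at room temperature · Also added – CDP-star substrate at 30 µM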
TR-FRET SRC-2 ct: TR-FRET signal artefacts, primary screen, artefact control for PPARgamma SRC-2 agonist project, biochemical; TR-FRET artefact counter-screen; stronger effect = higher value; TR-FRET ratio at 8 µM; 0.4% of 200,000 active; in the data active means TR-FRET ratio above about 2000; further: inactives centre near 1500
bIAP act: bovine intestinal alkaline phosphatase activators, primary screen, biochemical, bovine IAP, CDP-star luminescence. alkaline phosphatase, intestinal [Bos taurus]. activation factor at 20 µM. AID 1016, 2008. 0.17% of 200,000 active. purified bovine IAP, 30 min; stronger effect = higher value; fold of DMSO-control signal, blank-subtracted;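 active means activation factor of 2 or more at 20 µM, a signal rise over negative controls twice the positive control's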
PPARg SRC1 recr: PPARgamma agonists recruiting SRC-1 coactivator, primary screen, biochemical; Peroxisome proliferator-activated receptor gamma (Homo sapiens), P37231; PPARgamma-SRC-1 coactivator recruitment biochemical assay; activation, % at 8 µM; 0.41% of 200,000 active; AID 631, 2007; in the data active means activation above about 19%;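 further: 0% = DMSO and 100% = reference agonist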
ROMK primary: ROMK potassium channel modulators, primary screen, cell-based, thallium flux, MLSMR library; B-score at 10 µM; AID 1918, 2009; Tet-inducible ROMK, thallium flux fluorescence; actives lie on both sides; ATP-sensitive inward rectifier potassium channel 1 (Homo sapiens), P48048; 2% of 130,000 active;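 active means signal ratio slope over the read window, or its plate-corrected B-score, at least 3 SD from the plate mean, either direction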;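 further: B-score of the F/F0 ratio slope over 7 to 12 s after thallium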
Target sequence (P48048 whole entry, looked up): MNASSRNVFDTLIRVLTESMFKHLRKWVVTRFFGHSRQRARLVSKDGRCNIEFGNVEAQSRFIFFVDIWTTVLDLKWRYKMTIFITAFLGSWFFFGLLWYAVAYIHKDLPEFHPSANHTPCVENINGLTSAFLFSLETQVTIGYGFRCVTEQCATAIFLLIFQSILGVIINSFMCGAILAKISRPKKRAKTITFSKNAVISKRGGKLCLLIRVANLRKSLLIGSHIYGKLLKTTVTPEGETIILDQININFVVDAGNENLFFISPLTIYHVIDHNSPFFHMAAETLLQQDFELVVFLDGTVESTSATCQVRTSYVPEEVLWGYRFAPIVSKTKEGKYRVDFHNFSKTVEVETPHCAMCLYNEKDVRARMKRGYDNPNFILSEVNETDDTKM
PPARg SRC2 recr: agonists of PPARg-SRC-2 recruitment, primary screen, biochemical, HTS; Peroxisome proliferator-activated receptor gamma (Homo sapiens), P37231; PPARgamma LBD-SRC-2 recruitment; activation, % at 8 µM; 0.34% of 200,000 active; AID 1032, 2008; in the data active means activation above about 22%;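 further: 0% = vehicle and 100% = reference agonist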
PPARg SRC3 recr: PPARgamma agonists recruiting SRC-3 coactivator, primary screen, biochemical | Peroxisome proliferator-activated receptor gamma (Homo sapiens), P37231 | biochemical PPARgamma/SRC-3 coactivator recruitment assay | activation, % at 8 µM | 0.26% of 200,000 active | AID 731, 2007; in the data active means activation above about 23%;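 further: 0% = DMSO and 100% = reference agonist; some compounds past the cut are filed as inactive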
STAT3 inh: IL-6 driven STAT3 reporter inhibitors, primary screen, U3A cells, luciferase, luminescence, MLSCN library; IL-6 STAT3-luciferase reporter; host cell line lacks STAT1; inhibition, % at 5.5 µM; 0.89% of 190,000 active; AID 862, 2007;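 active means inhibition above the mean inhibition across all screened compounds plus 3 SD, cut at about 44% in these data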;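 further: 0% = DMSO only wells and 100% = 100 µM nifuroxazide control wells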
STAT3 act: IL-6 driven STAT3 reporter potentiators, primary screen, U3A cells, luciferase, luminescence, MLSCN library | 0.91% of 190,000 active | activation (% of control), % at 5.6 µM | IL-6 STAT3-luciferase reporter; 100% = signal with IL-6 EC80 alone;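 active means activation above the screen-wide mean of compound activation plus 3 SD, cut at about 130% in these data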;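 further: 0% = background luminescence of wells with medium and substrate only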
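Material: STAT3-luciferase reporter U3A cells; Probe or stimulus: IL-6 (33 ng/mL); Incubation: compound pre-incubation 1 h before IL-6, then 6 h stimulation at 37 °C; Technique: luminescence from STAT3-driven luciferase reporter; Evaluation: % activation versus median of IL-6-stimulated wells; Controls: IL-6-only high control.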
TNAP act hi DEA: TNAP activators at high phosphate acceptor level, primary screen, biochemical, luminescence, uHTS | 200,000 tested, under 10 active | Alkaline phosphatase, tissue-nonspecific isozyme (Homo sapiens), P05186 | activation factor at 20 µM | purified TNAP, CDP-star luminescence, 1 M DEA, 30 min; stronger effect = higher value; 0 = EDTA background, 1 = DMSO-only activity;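 active means activation factor at least 2 at 20 µM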
Target sequence (P05186 whole entry, looked up): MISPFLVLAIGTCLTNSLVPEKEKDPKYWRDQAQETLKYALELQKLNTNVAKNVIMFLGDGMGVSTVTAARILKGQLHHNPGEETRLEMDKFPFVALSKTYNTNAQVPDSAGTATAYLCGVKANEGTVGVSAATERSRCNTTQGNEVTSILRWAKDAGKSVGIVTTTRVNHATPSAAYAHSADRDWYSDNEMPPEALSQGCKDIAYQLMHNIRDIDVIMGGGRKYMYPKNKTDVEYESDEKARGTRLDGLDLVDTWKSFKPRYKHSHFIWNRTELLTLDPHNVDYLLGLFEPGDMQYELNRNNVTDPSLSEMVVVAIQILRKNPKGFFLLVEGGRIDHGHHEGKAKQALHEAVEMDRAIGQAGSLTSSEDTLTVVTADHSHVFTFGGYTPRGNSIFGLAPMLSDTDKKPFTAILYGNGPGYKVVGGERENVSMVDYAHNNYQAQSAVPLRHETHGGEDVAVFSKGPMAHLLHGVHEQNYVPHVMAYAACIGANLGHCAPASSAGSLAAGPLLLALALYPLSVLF
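Control set: EDTA negative control, DMSO positive control / Assay system: human TNAP / Quantity: TNAP 1/800 final / Evaluation: TNAP activation factor scaled between EDTA and DMSO control wells / Measured by: luminescent substrate turnover signal / Compound dosing: one dose, 20 µM / Times: 30 min enzyme reaction at room temperature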
STAT1 inh: STAT1 signaling inhibitors, primary screen, cell-based, HTS, luciferase reporter | NIH 3T3 STAT1-luciferase reporter, IFN-gamma, luminescence | inhibition, % at 5.5 µM | 0.35% of 200,000 active | AID 920, 2007;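 active means inhibition above a set limit, the mean inhibition across all tested compounds plus 3 SD, cut at about 34% in these data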;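 further: 0% = IFN-gamma with DMSO and 100% = IFN-gamma with 300 µM nifuroxazide; values of inactives mirror those of a sister screen read the other way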
* = called active by the depositor; / = no result given.

1	COc1cccc(-n2cc(CNCc3cn(C)nc3-c3ccccc3F)cn2)c1
2	COc1ccc(C2C(C(N)=O)=C(C)Nc3ncnn32)cc1 (centres undefined)
3	COc1cc(/C=C(\C#N)C(=O)Nc2cc(C(F)(F)F)ccc2Cl)ccc1OCC(=O)Nc1cccc(C(F)(F)F)c1
4	O=C(CN(Cc1ccco1)C(=O)CNS(=O)(=O)c1ccc(Cl)cc1)NC1CCCCC1
5	COC(=O)c1c(C(C)=O)cnc2ccc(Br)cc12
6	COc1ccc2[nH]c3c(=O)n(Cc4ccc(C(=O)N5CCCCCC5)cc4)c(=S)[nH]c3c2c1
7	Cc1ccc(OCCn2cc(C(=O)O)c3ccccc32)cc1
8	CCN(CC)Cc1cc(C(=O)O)c(C)o1
screen / no.	1	2	3	4	5	6	7	8
TR-FRET SRC-2 ct	1399	1578	1870	1602	1425	1675	1450	1642
PPARg SRC2 recr	-6	2	2	6	6	9	-4	-4
bIAP inh	6	10	-1	13	2	-14	9	-1
PPARg SRC1 recr	-4	5	12	3	4	17	0	10
STAT3 act	102	99	99	101	91	92	103	106
STAT1 inh	1	1	2	27	-8	-2	0	-7
bIAP act	0.9	0.9	1	0.9	1	1.1	0.9	1
ROMK primary	-2.4	/	0.34	/	/	0.16	/	-1
PPARg SRC3 recr	-5	1	7	5	2	5	-3	-4
STAT3 inh	2	7	5	4	16	14	-2	-4
TNAP act hi DEA	1.1	1.1	1	1.1	1.1	1	1	1

9	CN(C)c1ccc(/C=C2\SC(=O)N(CC(O)Cn3c4ccccc4c4ccccc43)C2=O)cc1 (centres undefined)
10	CC1=C(C(=O)OC2CCCCCCC2)C(c2ccc(O)cc2)NC(=O)N1 (centres undefined)
11	CC(=O)Nc1ccc(-n2c(=O)c3ccccc3c3ccccc3c2=O)cc1
12	C/C(=N\OC(=O)Nc1ccc(Cl)cc1)c1ncc(C(F)(F)F)cc1N1CCOCC1
13	O=C(COC(=O)c1cccs1)Nc1ccc(S(=O)(=O)N2CCOCC2)cc1
14	CCOc1ccc(NC(=O)CSc2nnc(C)n2CC2CCCO2)cc1 (centres undefined)
15	Cc1nn(CC(=O)NCc2ccccc2)c(=O)c2ccccc12
16	Cc1nn(-c2ccccc2)c(C)c1NC(=O)COc1ccc(F)cc1Cl
screen / no.	9	10	11	12	13	14	15	16
TR-FRET SRC-2 ct	1726	1609	1655	1420	1521	1453	1522	1431
PPARg SRC2 recr	10	5	7	0	8	9	12	-13
bIAP inh	14	2	-1	1	/	32	-1	5
PPARg SRC1 recr	4	10	-1	-7	2	3	8	-1
STAT3 act	106	90	105	109	99	98	100	84
STAT1 inh	-4	6	12	1	2	7	4	3
bIAP act	0.9	1	1	1	0.1	0.7	1	1
ROMK primary	-0.0067	-0.86	/	-1.5	-0.29	-0.64	/	-0.11
PPARg SRC3 recr	1	16	4	0	2	13	7	0
STAT3 inh	-6	18	-2	-6	4	-1	4	18
TNAP act hi DEA	0.8	1	1.1	1	1.1	1	1.1	1

17	O=C(O)/C=C/C(=O)Nc1cccc(C(F)(F)F)c1
18	COCCNC(=O)CCCn1c(=O)c2cc(OC)c(OC)cc2n(CC(=O)c2ccccc2)c1=O
19	CN1/C(=C/C2CC(=O)N(c3ccc([N+](=O)[O-])cc3)C2=O)C(C)(C)c2ccccc21 (centres undefined)
20	CCOc1ncccc1C(=O)OCC(=O)Nc1ccc(S(=O)(=O)N2CCOCC2)cc1
21	Cc1ccc(NC(=O)C2Cc3ccccc3C(=O)O2)cc1 (centres undefined)
22	C/C(N)=C(/C#N)C(=O)COC(=O)c1ccncc1
23	O=C(O)c1ccc(N/N=C/c2ccc(F)c(F)c2)cc1
24	Cc1[nH]c(=O)[nH]c(=O)c1S(=O)(=O)N1CCCC(C(=O)N2CCN(c3ccccc3Cl)CC2)C1 (centres undefined)
screen / no.	17	18	19	20	21	22	23	24
TR-FRET SRC-2 ct	1483	1655	1618	1506	1446	1478	1469	1441
PPARg SRC2 recr	2	6	1	-3	-6	-11	0	5
bIAP inh	12	-10	6	3	6	-45	-11	4
PPARg SRC1 recr	4	10	4	-5	-5	0	-2	-5
STAT3 act	100	97	94	102	92	105	109	98
STAT1 inh	2	-1	-1	6	-39	-2	-68	5
bIAP act	0.9	1.1	0.9	1	0.9	1.5	1.1	1
ROMK primary	/	0.46	0.25	/	/	/	/	0.52
PPARg SRC3 recr	1	6	-1	-3	0	-4	-8	2
STAT3 inh	-5	8	13	-6	13	-1	-16	8
TNAP act hi DEA	1	1	1	1	1	1	1	1

25	CC(NC(=O)CN(C)Cc1cccs1)c1ccccc1 (centres undefined)
26	CN(Cc1ccccc1)c1nc2c(c(=O)n(C)c(=O)n2C)n1CCCc1ccccc1
27	O=C(COC(=O)c1cccs1)Nc1cccc(S(=O)(=O)N2CCOCC2)c1
28	Cc1cc(Cl)ccc1OC(C)C(=O)Nc1ccc(S(=O)(=O)Nc2cnc3ccccc3n2)cc1 (centres undefined)
29	COCC(=O)Nc1nnc(CCc2ccccc2)s1
30	CN1CCN(C(=S)Nc2cccc(C(F)(F)F)c2)CC1
31	CC1CCN(C(=O)C(Cc2ccccc2)n2cccc2)CC1 (centres undefined)
32	CCOc1ccc(S(=O)(=O)N(CC(N)=O)c2ccc(C)cc2)cc1
screen / no.	25	26	27	28	29	30	31	32
TR-FRET SRC-2 ct	1555	1490	1619	1474	1554	1825	1478	1516
PPARg SRC2 recr	1	-7	1	1	1	4	-3	-2
bIAP inh	-2	-37	7	4	7	0	13	15
PPARg SRC1 recr	2	-5	-3	2	0	6	2	1
STAT3 act	106	110	95	106	98	99	102	104
STAT1 inh	4	1	1	-6	0	1	8	2
bIAP act	1	1.4	0.9	1	0.9	1	0.9	0.9
ROMK primary	1.8	-0.76	0.05	/	/	-0.28	/	/
PPARg SRC3 recr	4	6	0	-5	8	3	-1	-6
STAT3 inh	-1	-11	8	-3	6	-2	-2	-2
TNAP act hi DEA	1	1.1	1.1	1	1	1	1	1.1

33	CCOC(=O)CNC(=O)Cn1cnc2c(nnn2-c2cccc(Cl)c2)c1=O
34	Cc1nc2sccn2c(=O)c1CCN1CCC(=C(c2ccccc2)c2ccc(F)cc2)CC1
35	COC(=O)c1ccc[n+](CC(=O)Nc2ccc(OC(F)F)cc2)c1
36	O=[N+]([O-])c1cc(Cl)ccc1-c1nc(-c2ccccc2)no1
37	COCCNC(=O)CN(C(=O)CCC(=O)Nc1cc(C)on1)c1ccc(C)cc1C
38	Cc1[nH]c2ccccc2c1C(=O)COC(=O)C(C)C
39	O=C(CN1CCCc2ccccc21)N/N=C/c1ccccc1
40	O=C(O)CCc1ccc(-c2ccccc2)n1-c1cccc(O)c1
screen / no.	33	34	35	36	37	38	39	40
TR-FRET SRC-2 ct	1436	1445	1612	1635	1323	1669	1762	1477
PPARg SRC2 recr	-1	-2	4	8	-5	13	-2	-5
bIAP inh	6	13	-22	29	1	13	15	8
PPARg SRC1 recr	1	0	7	-3	0	-3	-5	-4
STAT3 act	97	98	81	103	100	90	120	101
STAT1 inh	0	1	-7	-99	-1	0	-25	1
bIAP act	0.9	0.9	1.2	0.7	1	0.9	0.8	0.9
ROMK primary	/	/	0.13	-0.028	/	-0.0054	/	/
PPARg SRC3 recr	5	-1	-3	4	-10	11	-4	-2
STAT3 inh	5	4	30	-6	8	18	-23	3
TNAP act hi DEA	1	1	1.1	1	1.1	1.1	1	1

Laid out differently: entries from further up.
nr	SMILES	TR-FRET SRC-2 ct	PPARg SRC2 recr	bIAP inh	PPARg SRC1 recr	STAT3 act	STAT1 inh	bIAP act	ROMK primary	PPARg SRC3 recr	STAT3 inh	TNAP act hi DEA
26	CN(Cc1ccccc1)c1nc2c(c(=O)n(C)c(=O)n2C)n1CCCc1ccccc1	1490	-7	-37	-5	110	1	1.4	-0.76	6	-11	1.1
27	O=C(COC(=O)c1cccs1)Nc1cccc(S(=O)(=O)N2CCOCC2)c1	1619	1	7	-3	95	1	0.9	0.05	0	8	1.1
28	Cc1cc(Cl)ccc1OC(C)C(=O)Nc1ccc(S(=O)(=O)Nc2cnc3ccccc3n2)cc1 (centres undefined)	1474	1	4	2	106	-6	1	/	-5	-3	1
29	COCC(=O)Nc1nnc(CCc2ccccc2)s1	1554	1	7	0	98	0	0.9	/	8	6	1
30	CN1CCN(C(=S)Nc2cccc(C(F)(F)F)c2)CC1	1825	4	0	6	99	1	1	-0.28	3	-2	1
31	CC1CCN(C(=O)C(Cc2ccccc2)n2cccc2)CC1 (centres undefined)	1478	-3	13	2	102	8	0.9	/	-1	-2	1
32	CCOc1ccc(S(=O)(=O)N(CC(N)=O)c2ccc(C)cc2)cc1	1516	-2	15	1	104	2	0.9	/	-6	-2	1.1
33	CCOC(=O)CNC(=O)Cn1cnc2c(nnn2-c2cccc(Cl)c2)c1=O	1436	-1	6	1	97	0	0.9	/	5	5	1
34	Cc1nc2sccn2c(=O)c1CCN1CCC(=C(c2ccccc2)c2ccc(F)cc2)CC1	1445	-2	13	0	98	1	0.9	/	-1	4	1
35	COC(=O)c1ccc[n+](CC(=O)Nc2ccc(OC(F)F)cc2)c1	1612	4	-22	7	81	-7	1.2	0.13	-3	30	1.1
36	O=[N+]([O-])c1cc(Cl)ccc1-c1nc(-c2ccccc2)no1	1635	8	29	-3	103	-99	0.7	-0.028	4	-6	1
37	COCCNC(=O)CN(C(=O)CCC(=O)Nc1cc(C)on1)c1ccc(C)cc1C	1323	-5	1	0	100	-1	1	/	-10	8	1.1
